Thrombin inh: blocks human thrombin protease activity | alpha-thrombin, Boc-VPR-AMC fluorogenic substrate cleavage | P00734 | actives 0.26% (n = 220,000) | inhibition, % at 5 µM;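 active = inhibition at or above 40%; inactive = inhibition below 40%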;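 also: 0% = enzyme with no compound and 100% = wells without enzyme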
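Material: human alpha-thrombin enzyme / Medium: pH 7.5 Tris (50 mM) with NaCl 150 mM, Tween 20 0.05% / Compound: single-point dosing at 5 µM, 0.2% DMSO / Incubation: enzyme reaction carried out at room temperature / Detection: AMC fluorescence, 355/460 nm / Read-out basis: percent inhibition scaled between no-compound controls and no-enzyme blanks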
Rad51 HR inh: blocks human Rad51 in homologous recombination. Q06609. hRad51 DNA strand exchange, fluorescence dequenching. inhibition, % at 10 µM. actives 0.085% (n = 200,000);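 active = inhibition above 40% at the single screening dose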;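 also: 0% = DMSO control wells and 100% = blanks with heterologous ssDNA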
Target sequence (Q06609 whole entry, looked up): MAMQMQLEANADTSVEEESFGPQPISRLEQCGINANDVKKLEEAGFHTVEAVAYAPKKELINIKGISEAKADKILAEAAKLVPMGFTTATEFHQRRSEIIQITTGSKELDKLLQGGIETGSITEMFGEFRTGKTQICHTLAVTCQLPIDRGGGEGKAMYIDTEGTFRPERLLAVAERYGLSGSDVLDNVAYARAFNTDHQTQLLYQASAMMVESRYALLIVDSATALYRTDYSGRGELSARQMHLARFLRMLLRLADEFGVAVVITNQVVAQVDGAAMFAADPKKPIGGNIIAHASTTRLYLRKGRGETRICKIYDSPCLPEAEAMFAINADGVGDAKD
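Test system – preformed human Rad51 ssDNA filaments · Reagent – Donor/quencher-labelled 47-bp dsDNA substrate · Incubation – 37 °C 15-min filament assembly, 30-min compound preincubation, 15-min exchange · Signal – FRET fluorescence dequenching, excitation 485 nm, emission 520 nm · Read-out – percent inhibition from fluorescence, normalised to plate control and blank means · Benchmarks – plate control and blank wells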
hK5 inh: kallikrein 5 (human) inhibition. Q9Y337. actives 0.59% (n = 210,000). recombinant hK5, fluorogenic AMC substrate cleavage. inhibition, % at 5 µM;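 active = inhibition of 40% or more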;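 also: 0% = enzyme controls without compound and 100% = no-enzyme blanks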
FXIa inh 1536: inhibitors of human coagulation factor XIa; inhibition, % at 5 µM; actives 0.14% (n = 220,000); AID 798; P03951; purified FXIa, Boc-Glu-Ala-Arg-AMC fluorogenic substrate;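 active = inhibition of at least 40%; inactive = inhibition below 40%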;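 also: fluorescence of freed AMC excited at 355 nm; 0% = enzyme without compound and 100% = no enzyme blank; many of its hits are not listed in these tables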
Cl transport mod: modulators of human KCC2 chloride dependent transport. actives 2.2% (n = 190,000). AID 1456. Q9H2X9. KCC2 cells, thallium flux FluoZin-2 fluorescence. B-score of Tl+ flux slope (higher = more flux/activation; lower = inhibition) at 10 µM;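 active = thallium flux slope and its plate-corrected score both differing from the plate sample mean at a set confidence after two filtering rounds, in either direction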;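 also: slope of fluorescence scaled to starting intensity during 10 to 20 s after thallium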
FXIIa inh 1536: inhibitors of human coagulation factor XIIa. P00748. purified FXIIa, Boc-QGR-AMC fluorogenic substrate, 2 h. inhibition, % at 5 µM. actives 0.3% (n = 220,000); in the data active = inhibition above about 40%;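 also: 0% = enzyme with no compound and 100% = blank without enzyme; many of its hits are not listed in these tables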
Target sequence (P00748 20-372 limits assumed): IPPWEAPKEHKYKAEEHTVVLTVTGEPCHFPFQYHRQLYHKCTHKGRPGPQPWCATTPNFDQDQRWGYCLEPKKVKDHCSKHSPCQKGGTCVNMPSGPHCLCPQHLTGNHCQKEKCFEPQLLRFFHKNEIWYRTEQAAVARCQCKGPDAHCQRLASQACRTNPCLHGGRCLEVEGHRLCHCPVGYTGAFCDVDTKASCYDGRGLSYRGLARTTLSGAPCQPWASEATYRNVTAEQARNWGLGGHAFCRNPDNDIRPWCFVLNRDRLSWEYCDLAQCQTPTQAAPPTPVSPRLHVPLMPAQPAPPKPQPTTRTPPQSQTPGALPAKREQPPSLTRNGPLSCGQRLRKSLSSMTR
Target sequence (P00748 373-615 limits assumed): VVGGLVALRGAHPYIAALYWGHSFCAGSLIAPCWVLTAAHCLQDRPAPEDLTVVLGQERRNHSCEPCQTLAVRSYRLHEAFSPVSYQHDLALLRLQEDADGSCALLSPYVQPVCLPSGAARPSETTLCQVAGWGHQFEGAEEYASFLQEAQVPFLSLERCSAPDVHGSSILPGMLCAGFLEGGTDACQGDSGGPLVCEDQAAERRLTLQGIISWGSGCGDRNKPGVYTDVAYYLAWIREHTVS
TNF necrop inh: blocks TNF-alpha induced death of Jurkat FADD-/- cells. Jurkat FADD-/- TNF necroptosis rescue, ATP luminescence, 24 h; 0 = TNF only, 100 = no-TNF cells. activation (protection from cell death), % at 10 µM. AID 463075. actives 0.068% (n = 220,000);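 active = activation, meaning protection from cell death, of at least 50% relative to plate controls; inactive = activation below 50%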;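 also: necroptosis triggered by 40 ng/mL TNF-alpha added together with compound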
L929 necroptosis: L929 zVAD cell death inhibition; AID 1377; actives 0.38% (n = 220,000); viability rescue, % at 10 µM; L929 zVAD necroptosis rescue, ATP luminescence, 24 h; with zVAD 60 µM;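 active = activation, scaled between plate controls, above about 75%, limit read from the data; inactive = activation under that limit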;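 also: 0% = zVAD with DMSO and 100% = DMSO alone without zVAD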
Hck Nef HTS: human Hck-Nef kinase inhibition; P08631; Recombinant Hck-YEEI plus Nef, Z-Lyte FRET kinase assay; inhibition, % at 20 µM; actives 0.68% (n = 220,000);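 active = Hck-Nef kinase inhibition above about 50%, limit read from the data; inactive = inhibition below that limit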;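 also: 0% = DMSO with Hck plus Nef and 100% = Hck alone without Nef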
Active calls of the source: *; x = not tested or not shown. Not all compounds are listed. The share of hits here may be higher or lower than overall.

SMILES	Thrombin inh	Rad51 HR inh	hK5 inh	FXIa inh 1536	Cl transport mod	FXIIa inh 1536	TNF necrop inh	L929 necroptosis	Hck Nef HTS
O=C(COC(=O)/C=C/c1ccc(OC(F)F)cc1)Nc1ccc(S(=O)(=O)N2CCCC2)cc1	-5.6	10.6	-10.7	2.8	1.23	10.3	2.5	0.8	2.6
COc1ccc(Cn2nnnc2CN(CCCN2CCOCC2)Cc2cc3cc(OC)ccc3[nH]c2=O)cc1	-6.4	1.3	-0.1	-0.2	0.29	8.8	0.5	-0.7	24.4
Cc1nnc2c(Oc3ccccc3)nc3ccccc3n12	2.6	3.7	-9.5	7.5	0.608	2.1	-1.6	0.0	-1.0
O=c1[nH]c(CSc2ccccc2)nc2c1oc1ccccc12	-0.3	4.5	2.5	-2.8	-1.27	7.5	1.1	0.2	8.4
COc1cc(/C=N/NC(=O)CSCc2ccc([N+](=O)[O-])cc2)cc(OC)c1OC	-0.6	-5.5	-13.5	-1.8	-0.28	13.0	-0.7	0.6	0.9
Cn1c2c(c(=O)n(C)c1=O)C1c3ccccc3OCC1C(C)(C)O2 (stereo not drawn)	2.3	-0.8	-2.4	-3.5	1.12	3.4	-0.1	1.7	4.3
CN(CCCC[C@H](CNCc1ccc(-c2ccccc2)cc1)N1C[C@H](c2ccccc2)N(CCc2ccc(Cl)c(Cl)c2)C(=O)C1=O)Cc1ccc(-c2ccccc2)cc1	5.8	-2.3	9.5	2.4	2.57	4.9	-26.9	-3.8	-18.7
COc1cc(-c2nnn(CC(=O)NC3CCS(=O)(=O)C3)n2)ccc1OCc1ccccc1 (stereo not drawn)	-19.5	4.4	-11.9	-6.2	-2.08	9.9	1.4	-0.4	9.2
CC(C)[C@H](NC(=O)c1ccccc1Cl)C(=O)OCc1cc(=O)n2cc(Br)ccc2n1	-2.3	1.2	-1.3	-4.2	-0.95	6.2	0.8	2.1	23.9
O=C(NCc1ccco1)c1cc2n(n1)C(C(F)(F)F)CC(c1ccc(F)cc1)N2 (stereo not drawn)	-7.6	2.4	-16.0	-2.1	0.302	-1.7	-1.0	2.0	0.9
CN1c2ccsc2C(O)=C(C(=S)Nc2ccccc2)S1(=O)=O	-2.7	-0.5	-1.3	4.9	x	10.9	0.5	0.4	-0.4
Cc1cc2ccccn2c1C(=O)Nc1ccc(Cl)cc1	-11.3	-7.8	5.3	-4.0	x	4.6	0.5	0.6	23.6
Fc1cccc(Cl)c1-c1nnc2ccc(C(F)(F)F)cn12	-2.1	-0.6	4.3	0.3	0.242	14.5	0.1	3.2	21.6
C/C(=N\NC(=O)C1COc2ccccc2O1)c1ccc(Cl)s1 (stereo not drawn)	1.7	-2.7	15.9	1.8	2.37	11.8	3.5	19.1	22.2
Cc1ccc2nc(NC(=O)CSCC(=O)OCC(=O)c3ccc(Br)cc3)sc2c1	92.0*	x	9.4	7.0	-0.442	18.6	-1.1	0.1	-0.7
COC(=O)c1cc(N=CC2=C(O)CC(C)(C)CC2=O)cc(C(=O)OC)c1	-7.8	1.0	-19.8	5.4	0.764	9.7	-3.1	0.0	6.9
CC1CCN(C(C(=O)Nc2ccc(C(C)C)cc2)c2ccc3c(c2)OCO3)CC1 (stereo not drawn)	-5.4	-3.0	-4.6	3.1	0.0104	7.5	3.7	0.3	4.2
Cc1nc(-c2ccccc2OC(F)(F)F)[nH]c(=O)c1Cl	-11.3	-11.3	-14.2	-3.1	-0.123	-0.1	0.0	0.4	0.9
Cc1ccc(NC(=O)N2CCC(NC(=O)c3ccccc3C)CC2)cc1	5.7	7.8	-10.9	4.9	-0.0299	17.9	-4.2	0.3	0.5
c1ccc(-c2cc(-c3ccccc3)n3ncnc3n2)cc1	2.7	2.3	1.0	0.8	-1.7	12.8	-0.7	0.6	9.6
CCOc1cc(C(=S)N2CCOCC2)ccc1OS(=O)(=O)c1ccccc1[N+](=O)[O-]	-2.8	x	-8.4	-3.4	-0.109	4.8	-0.5	-0.6	2.9
O=C(CSc1ccc(/C=N/NC(=O)c2cccc(F)c2)o1)Nc1ccccc1	1.7	-0.4	-15.9	-3.8	-1	2.4	0.7	0.3	0.3
COc1ccc(OC)c(NC(=O)C(CC(=O)O)Cc2ccc(Cl)cc2)c1 (stereo not drawn)	-2.1	0.3	-3.7	5.2	-1.58	16.4	0.6	0.8	-0.7
CCc1ccccc1S(=O)(=O)Cc1ccc(C(=O)NC(C)C)o1	x	-7.7	x	x	-0.97	x	-0.4	0.8	5.1
CC(=O)Oc1cc2c(cc1Cl)C1(CC(c3ccccc3Cl)O2)CC(C)(C)NC(=S)N1 (stereo not drawn)	-0.6	4.0	-6.4	-1.4	-0.294	2.2	-8.2	-0.7	7.1
COCCn1nnnc1C(c1ccc(OC)cc1)N1CCC(C)CC1 (stereo not drawn)	-3.8	3.2	2.8	-2.4	0.466	6.7	5.3	-0.6	-10.8
Cc1cc(C)cc(C(=O)NCC(=O)OCC(=O)N2CCCCC2)c1	-22.5	1.4	-1.0	-6.4	1.11	8.5	1.3	1.5	14.3
NC(=S)Nc1cnc2ccccc2c1	-0.4	-2.1	-18.0	7.8	0.403	14.4	-5.2	-0.1	-0.7
Cc1ccc(S(=O)(=O)CC(CN2CCOCC2)N2CCOCC2)cc1 (stereo not drawn)	x	4.4	-2.6	4.2	0.315	9.8	0.4	0.4	25.4
Nc1nc(-c2ccco2)c(-c2ccco2)s1	3.5	-7.0	-12.3	7.0	-0.066	17.8	-6.8	0.3	1.6
Cc1ccc(N(C(=O)c2ccc(S(=O)(=O)N(C)C)cc2)C2C=CS(=O)(=O)C2)cc1 (stereo not drawn)	3.6	-3.7	-23.1	-1.2	0.0574	4.6	0.3	0.9	1.3
CCn1ncc(C2=NOC(C(=O)N3CCN(c4ccccc4)CC3)C2)c1C (stereo not drawn)	-8.2	-2.8	-1.7	-8.6	x	-7.8	0.3	0.7	-0.2
Cc1ccc(S(=O)(=O)NCc2ccco2)cc1C	0.2	-0.6	1.4	2.2	0.0194	6.4	13.8	1.5	-2.2
CCOc1ccc(NC(=O)C(C)O)c(NS(=O)(=O)c2ccc(CCNC(C)=O)cc2)c1 (stereo not drawn)	104.0*	-3.6	79.1*	3.1	x	-1.1	-0.8	-0.1	0.3
CCOC(=O)/C(C(C)=O)=C1\OC(=O)c2ccccc21	5.7	1.9	-3.1	20.1	x	29.1	-0.7	0.3	-0.1
O=C(c1ccc(Br)o1)N1CCN(c2ccccc2F)CC1	-9.0	-2.9	4.6	-6.6	x	1.4	-3.7	0.4	1.7
Cc1oc2c(cc(NS(=O)(=O)c3ccc4c5c(cccc35)C(=O)N4)c3ccccc32)c1C(=O)OC(C)C	-3.0	x	-5.8	4.1	-0.634	15.8	-0.9	0.3	2.2
Cc1ccc2[nH]c(=O)c(COC(=O)c3ccccn3)cc2c1	3.0	x	-21.9	-12.4	0.625	0.3	-1.6	0.0	2.1
O=C(COc1ccc(Br)cc1Cl)NC(=O)Nc1ccc2c(c1)OCCO2	-5.8	0.7	-1.7	-2.9	1.05	1.0	0.0	0.0	26.5
CCOC(=O)C1(CC2CCCCO2)CCN(Cc2nc3ccccc3[nH]2)CC1 (stereo not drawn)	1.9	19.9	x	1.1	0.225	6.1	1.7	1.0	1.3

Printed as active in Thrombin inh, of those listed so far:
compound | Thrombin inh | hK5 inh | FXIa inh 1536 | Cl transport mod | FXIIa inh 1536 | Hck Nef HTS
Cc1ccc2nc(NC(=O)CSCC(=O)OCC(=O)c3ccc(Br)cc3)sc2c1 | 92.0* | 9.4 | 7.0 | -0.442 | 18.6 | -0.7
CCOc1ccc(NC(=O)C(C)O)c(NS(=O)(=O)c2ccc(CCNC(C)=O)cc2)c1 (stereo not drawn) | 104.0* | 79.1* | 3.1 | x | -1.1 | 0.3

Part of the list above in order of formula weight, highest first.
SMILES	Thrombin inh	Rad51 HR inh	hK5 inh	FXIa inh 1536	Cl transport mod	FXIIa inh 1536	TNF necrop inh	L929 necroptosis	Hck Nef HTS
CCOc1cc(C(=S)N2CCOCC2)ccc1OS(=O)(=O)c1ccccc1[N+](=O)[O-]	-2.8	x	-8.4	-3.4	-0.109	4.8	-0.5	-0.6	2.9
CCOC(=O)C1(CC2CCCCO2)CCN(Cc2nc3ccccc3[nH]2)CC1 (stereo not drawn)	1.9	19.9	x	1.1	0.225	6.1	1.7	1.0	1.3
O=C(c1ccc(Br)o1)N1CCN(c2ccccc2F)CC1	-9.0	-2.9	4.6	-6.6	x	1.4	-3.7	0.4	1.7
Nc1nc(-c2ccco2)c(-c2ccco2)s1	3.5	-7.0	-12.3	7.0	-0.066	17.8	-6.8	0.3	1.6

The listing continues:
SMILES	Thrombin inh	Rad51 HR inh	hK5 inh	FXIa inh 1536	Cl transport mod	FXIIa inh 1536	TNF necrop inh	L929 necroptosis	Hck Nef HTS
OC(c1ccccc1)c1nc2ccccc2s1 (stereo not drawn)	4.8	-12.9	-6.7	10.8	x	21.4	50.0*	6.2	0.7
CCN1C(=O)CC(N2CCOCC2)C1=O (stereo not drawn)	-11.1	-1.8	-12.2	6.2	0.106	-14.9	1.6	1.7	-2.2
CCS(=O)c1scc(-c2ccc(Cl)cc2)c1C#N (stereo not drawn)	-2.0	0.9	-4.2	6.3	-0.544	8.9	-0.9	-0.4	4.1
Cc1ccc(-n2cnnn2)c2cccnc12	-2.3	-2.7	-17.2	-9.5	-0.0188	-5.8	0.1	0.2	-7.0
COc1ccc(OC)c(NC(=O)CC2SC(=Nc3ccccc3)N(CCc3ccccn3)C2=O)c1 (stereo not drawn)	-8.1	-8.1	-9.1	2.1	0.02	8.0	-0.5	0.5	0.2
CCOc1ccc(CNC(=O)CCc2cn(C)c3ccccc23)cc1OC	-3.6	-4.8	-1.0	-0.7	0.743	4.7	-2.4	0.6	22.5
Nc1ncnc2nc(N3CCN(C(=O)c4ccccc4)CC3)[nH]c12	1.4	-1.6	-10.2	2.3	0.167	6.5	-2.7	-0.1	0.6
CCN(CC)C(=O)Cn1nc(C)c2ccccc2c1=O	-6.4	-12.0	-6.5	20.8	-0.125	4.8	0.8	0.0	-0.4
O=C(CN1CCN(Cc2ccc(Cl)cc2)C1=O)NCCN1CCCC1	-5.1	x	-16.7	-10.2	-0.383	-3.8	1.1	x	-0.6
CCOCC(=O)Nc1cc(C)on1	0.4	-20.2	-11.9	-5.3	0.546	1.3	0.6	1.1	-5.9
O=C(C=C1CCN(c2ncc(C(F)(F)F)cc2Cl)CC1)NNC(=O)Nc1ccccc1	-13.6	7.8	1.0	-0.4	0.0234	-3.5	-0.5	1.0	0.3
C/C(N)=C(/C#N)C(=O)CSc1cc(C)c2cc(C)cc(C)c2n1	1.6	-5.3	-12.4	-0.7	4.12*	-1.0	0.2	2.5	2.0
COc1ccc(/C=N/n2cncn2)cc1Cn1cc([N+](=O)[O-])cn1	-1.2	22.2	-0.4	1.5	-0.596	8.2	-0.9	-0.5	-1.2
COc1cccc2cc(C(=O)C3=C(O)C(=O)N(CCN4CCOCC4)C3c3ccc(Cl)cc3)oc12 (stereo not drawn)	-1.6	18.2	-0.5	-0.5	-0.237	3.3	3.8	0.3	8.0

Screening data: PubChem, several laboratories
